ZTA DNA inh = counter-screen for EBNA-1 inhibitors: inhibitors of Epstein-Barr virus ZTA | inhibition, % at 11 µM | P03206 | 320,000 compounds, 0.15% hits | ZTA-DNA binding, fluorescence polarization; in the data active = inhibition above about 33%
proCasp7 act = procaspase-7 activators, primary screen, counter-screen for procaspase-3 activator project, biochemical, absorbance, HTS, human; recombinant procaspase-7, Ac-DEVD-pNA absorbance 405 nm; D23A/D198A/D206A triple mutant, cannot self-cleave; scale: DMSO 0, 5 µM enzyme 100; 330,000 compounds, 0.093% hits; activation, % at 8.5 µM; Caspase-7 (Homo sapiens), P55210;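 active = percent activation above the screen-wide mean plus 3 SD, cut at about 25% in these data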
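System: Procaspase-7 triple mutant (PC-7 D3A); measure: % activation from two-timepoint absorbance difference, scaled to controls; times: 1 h compound preincubation, 2 h substrate cleavage, 25 °C; also added: Ac-DEVD-pNA substrate, 400 µM as added; measured by: Epi-absorbance of released pNA at 405 nm, two timepoints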
LAP4 TOR yeast = modulators of LAP4-GFP expression in yeast, primary screen, S. cerevisiae, multiplex flow cytometry, MLPCN library. 320,000 compounds, 0.34% hits. 3 h; median GFP as percent of DMSO wells. AID 2023, 2009. GFP response vs DMSO, % at 10 µM;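 active = GFP response vs DMSO above a set limit, about the screen mean plus 3 SD, cut at about 150% in these data; inconclusive = under 70 cell events counted for the yeast strain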
RPL19A TOR yeast = RPL19A-GFP expression modulators in yeast, primary screen, cell-based, S. cerevisiae, multiplex flow cytometry, MLPCN; S. cerevisiae RPL19A-GFP strain, 3 h; stronger effect = lower value; percent response vs DMSO, % at 10 µM; 330,000 compounds, 0.3% hits; AID 2025, 2009;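 active = percent response vs DMSO below 50%; inconclusive = fewer than 70 events counted for the yeast strain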;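 also: median channel GFP fluorescence of the barcoded RPL19A-GFP strain; ratio of sample median GFP to plate DMSO average so 100% = DMSO; lower means less RPL19A-GFP as with rapamycin TOR inhibition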
AHR act = AHR activators, primary screen, cell-based, luminescence, luciferase reporter, human. Aryl hydrocarbon receptor (Homo sapiens), P35869. activation, % at 5 µM. AHR-responsive luciferase reporter cells. 320,000 compounds, 2.5% hits; in the data active = activation above about 47%;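 also: 0% = vehicle wells and 100% = reference agonist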
MEP2 TOR yeast = modulators of MEP2-GFP levels in yeast, primary screen, S. cerevisiae, multiplex flow cytometry, MLPCN library. 330,000 compounds, 0.51% hits. GFP response vs DMSO, % at 10 µM. S. cerevisiae MEP2-GFP strain, 3 h; 100% = DMSO control level;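 active = GFP response versus DMSO above a set limit, roughly screen mean plus 3 SD, cut at about 180% in these data; inconclusive = fewer than 70 cells counted for a yeast strain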;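 also: median GFP fluorescence of the barcode-gated MEP2-GFP cells per well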
EBNA-1 inh = EBNA-1 DNA-binding inhibitors, primary screen, biochemical, fluorescence polarization | inhibition, % at 14.8 µM | 300,000 compounds, 0.34% hits; in the data active = inhibition above about 28%
procasp3 activ = activators of human procaspase-3 D3A mutant, primary screen, biochemical, absorbance, PC-3 D3A mutant, single concentration; recombinant procaspase-3 D3A, Ac-DEVD-pNA absorbance 405 nm; activation, % at 8.5 µM; 330,000 compounds, 0.11% hits;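 active = activation above the mean of all tested compounds plus 3 SD, cut at about 21% in these data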;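 also: 0% = DMSO alone and 100% = DMSO wells spiked with extra 5 µM PC-3 D3A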
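Evaluation: percent activation relative to control range; Material: Procaspase-3 D3A mutant, all three cleavage aspartates alanine; Compound: single dose, 8.5 µM nominal compound, 0.8% DMSO; Replication: one well per compound; Signal: absorbance at 405 nm, 0 and 120 min; Schedule: 1 h preincubation plus 2 h reaction at 25 °C.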
Active calls of the source: *; u = inconclusive; x = not tested or not shown; [ ] = remark or other dose.

SMILES	ZTA DNA inh	proCasp7 act	LAP4 TOR yeast	RPL19A TOR yeast	AHR act	MEP2 TOR yeast	EBNA-1 inh	procasp3 activ
CCOc1ccccc1N(CC(=O)NC1CCCC1)C(=O)CCCC(=O)Nc1ccccn1	-17	12	91[may fluoresce violet]	101	-1	202*[may fluoresce violet]	-2	-7
COc1cccc(/C=N/NC(=O)c2cc(-c3ccccn3)nc3ccccc23)c1O	-3	3	108	102	13	105	x	7
Cc1cc(NC(=O)c2c([N+](=O)[O-])cnn2C)no1	-4	7	104	98	1	106	-1	1
COc1cc(NC(=S)NCCCN2CCOCC2)c(OC)cc1Cl	5	8	93	116	1	115	3	5
Oc1c(N=NC(=S)Nc2ccccc2F)c2ccccc2n1Cc1ccc(Cl)cc1	-17	7	100	99	11	98	-2	0
O=C(CCC(=O)c1cccs1)NCc1cccc(Cl)c1	3	1	99	93	-3	95	-4	17
CN(c1ccccc1)S(=O)(=O)c1ccc(C(=O)NNC(=O)c2ccccc2)cc1	-11	-12	97	97	1	93	x	2
O=C(CCn1cnnn1)NC1CCCN(Cc2ccccc2F)C1 (stereo not given)	-11	11	80	100	3	88	4	7
O=C(NCCO)/C(=C\c1cccc([N+](=O)[O-])c1)NC(=O)c1ccco1	-13	10	93	108	0	116	13	8
Cc1nc(-c2ccc(C(F)(F)F)cc2)sc1C(=O)NN	-11	10	138	102	86*	103	0	11
COc1cc([N+](=O)[O-])ccc1NC(=O)COC(=O)C=C(C)C	-9	-2	79	77	3	92	-11	-8
COC(=O)c1c(C)c[nH]c1C	-24	-9	103	100	0	106	-3	10
Cc1ccccc1OCCOC(=O)c1ccc(S(=O)(=O)N2CCCC2)cc1	-6	2	116	102	0	119	x	2
CN(C(=O)CN1C(=O)S/C(=C\c2ccc(F)cc2)C1=O)C1CCS(=O)(=O)C1 (stereo not given)	14	11	87	98	-1	99	2	2
CC(=O)c1ccc(Oc2ccc(C(C)=O)cc2)cc1	-22	7	104	104	19	104	-7	-2
COc1ccc(C(C)NC(=S)NCc2ccc(F)cc2)cc1OC (stereo not given)	4	0	102	101	1	94	11	0
C=CCn1c(-c2c[nH]c3ccccc23)n[nH]c1=S	10	-15	99	94	24	97	-9	-2
CC(=O)N1N=C(c2cccc(Cl)c2)OC1c1cccc([N+](=O)[O-])c1 (stereo not given)	-5	6	93	99	13	104	-1	-1
COc1cccc(NC(=O)C(NCC2CCCCC2)c2ccccc2)c1 (stereo not given)	-2	-1	98	97	5	101	-14	4
CCOC(=O)C1(CCCc2ccccc2)CCN(C(=O)c2ocnc2C)CC1	-28	-1	110	109	2	125	-11	-1
CC(C)n1nc(C(=O)Oc2cc(Cl)ccc2Cl)c2ccccc2c1=O	6	-4	95	99	1	99	-1	1
COc1ccc(-c2nc3ccccc3n2CCC(C)C)cc1OC	-8	-3	99	98	5	101	0	6
COc1cc([C@@H]2CC=C(C(=O)O)CN2S(=O)(=O)c2ccc(C)cc2)cc(OC)c1OC	1	-5	99	96	0	96	-6	6
CC(C)(C)C(=O)Nc1ccc(C(=O)COC(=O)c2ccccn2)cc1	x	-13	95	100	0	99	x	13
OCCOCCn1c(C(CO)Nc2nc(-c3ccccc3Br)cs2)nc2ccccc21 (stereo not given)	-5	-2	93	99	8	98	7	6
Clc1ccccc1-c1nnc2n1-c1ccccc1SC2	8	8	107	100	0	99	4	2
Cc1cc(C)nc(NCCC(=O)O)n1	8	6	101	97	10	107	10	3
Cc1ccc(OCC(=O)N2CCN(c3ccc([N+](=O)[O-])c(N4CCOCC4)c3)CC2)cc1	-3	-28	100	97	4	100	1	-8
O=C(c1cc2cc(Br)ccc2o1)N1CCN(c2ccccc2)CC1	4	10	97	101	6	105	3	4
OC1(c2cccc(C(F)(F)F)c2)CCN(c2ncnc3c2[nH]c2ccccc23)CC1	-10	-6	119	104	54*	108	-8	2
O=C(NCc1ccccc1Cl)c1ccc(CS(=O)Cc2ccc(Cl)cc2)o1 (stereo not given)	12	1	110	106	3	105	-7	8
C[C@@]12CC(=O)NC1N(C(=O)c1cccc(C(F)(F)F)c1)C(c1ccccc1OC(=O)c1cccc(C(F)(F)F)c1)C2 (stereo not given in full)	-2	-4	100	99	0	103	-1	1
CC1(OC(=O)CCc2ccccc2)C(=O)C=C2C=C(c3ccc(C#N)cc3)N(Cc3ccco3)C=C2C1=O (stereo not given)	-3	0	105	99	5	96	8	4
O=C(COc1ccc(-n2cnnn2)cc1)Nc1ccccc1OC(F)F	20	-2	102	99	-3	101	x	6
CN(CC(=O)Nc1cccc(F)c1)C(=O)CSc1ccccc1	-8	9	105	104	0	101	-3	1
COc1ccc(NC(=O)CN(C)CC(=O)Nc2sc3c(c2C#N)CCC3)cc1	-9	-2	96	95	4	100	x	-8
CC(C)OCCCNC(=O)c1cc(-c2cccnc2)nc2ccccc12	12	3	95	103	7	115	-2	0
O=C(O)CCC(=O)N1CCc2cc(S(=O)(=O)N3CCN(c4ccc(F)cc4)CC3)ccc21	-14	6	94	96	-1	94	11	-3
COc1ccc(C=O)c(OC)c1	-13	0	92	95	1	96	3	-1
CC(Oc1ccccc1Cl)C(=O)Nc1ccc(S(=O)(=O)N2CCCC2)cc1 (stereo not given)	15	8	106	108	-1	101	-4	2
COc1ccc(-c2ccc(SCC(=O)Nc3nccs3)nn2)cc1OC	0	4	94	96	24	91	-4	-3
O=C1CCN(CCc2ccccc2)CCN1[C@H](CSc1ccccc1)Cc1ccccc1	5	-6	125	91	6	89	9	7
COc1ccccc1-c1nnc(-c2ccc(F)cc2)o1	10	-3	101	97	33	97	6	1
COc1cccc(C2=NOC(C(=O)N3CCN(c4ccccc4)CC3)C2)c1OC (stereo not given)	6	-2	121	94	-2	100	7	-4
CCCCCCCCOC(=O)CCn1[nH]c(=O)c2ccccc2c1=O	1	2	102	100	0	96	-9	6
CNC(=O)C1Cc2ccccc2CN1S(=O)(=O)c1ccc(OC)c(OC)c1 (stereo not given)	10	-6	103	102	1	103	7	-3
O=C1N[C@@H](c2ccccc2)COC(=O)[C@H](Cc2ccc(F)cc2)CC/C=C/C[C@H]1CC(=O)N(CCO)Cc1ccccc1	x	16	85	94	0	97	x	-1
Cc1ccc(CNc2ccc(N3CCOCC3)cc2)s1	10	-9	x	94	25	96	-10	11

3 entries already listed, sorted by their value in AHR act, highest first:
canonical_smiles	AHR act
COc1ccc(-c2nc3ccccc3n2CCC(C)C)cc1OC	5
COc1cc([N+](=O)[O-])ccc1NC(=O)COC(=O)C=C(C)C	3
Cc1cc(NC(=O)c2c([N+](=O)[O-])cnn2C)no1	1

(continued)
SMILES	ZTA DNA inh	proCasp7 act	LAP4 TOR yeast	RPL19A TOR yeast	AHR act	MEP2 TOR yeast	EBNA-1 inh	procasp3 activ
CC(/C=C/c1ccco1)=N\NC(=O)c1cccc(Cl)c1	-10	-5	100	98	8	100	3	2
CCCOC(=O)c1ccc(NC(=O)C2C3CCC(C3)C2C(=O)O)cc1 (stereo not given)	0	-1	96	104	4	100	4	2
Cc1n[nH]c(C)c1S(=O)(=O)N(C)Cc1ccco1	11	6	u	u	-2	u	x	-3
CC(C)c1nc(SCC(=O)N2CCCC2)c2ccccc2n1	-12	10	102	102	0	108	5	2
COc1ccc([N+](=O)[O-])cc1C(=O)NCCOc1ccc(Cl)cc1	5	1	116	104	-2	122	-4	2
COc1ccc(CNc2nc(NC(C)=O)nn2-c2ccccc2)cc1	-6	-14	99	108	12	104	10	1
O=C(/C=C/c1ccccc1Cl)Nc1ccc(Cl)cn1	6	6	101	108	11	107	2	2
CS(=O)(=O)N(CC(=O)N1CCCCC1)c1sc2c(c1C#N)CCCC2	0	0	107	101	0	103	-2	-5
CCSc1nnc(NC(=O)c2cccs2)s1	7	-6	138	103	8	108	-7	2
Cc1nnc(SCC(=O)N2CC(=O)Nc3ccccc32)n1C	-1	12	97	95	1	102	8	4
O=C(NCCc1ccc(F)cc1)c1cc2ccccc2oc1=O	3	-1	116	110	3	118	16	0
CCCCC1CCC(C(=O)NCc2ccc3c(c2)OCO3)CC1 (stereo not given)	8	7	98	105	-1	91	5	-3
CCCCNC(=O)CC1Nc2ccccc2NC1=O (stereo not given)	-5	7	94	101	86*	94	-3	6
Cc1ccc(N/N=C/c2ccc3c(c2)OCCO3)cc1Cl	13	-15	89	103	2	99	11	-5
COc1ccc(Nc2cc(NCCCO)c([N+](=O)[O-])c3nonc23)cc1	2	-4	85	99	4	105	-6	-15

Part of the list above, as a markdown table:
| SMILES | ZTA DNA inh | proCasp7 act | LAP4 TOR yeast | RPL19A TOR yeast | AHR act | MEP2 TOR yeast | EBNA-1 inh | procasp3 activ |
| --- | --- | --- | --- | --- | --- | --- | --- | --- |
| CCCOC(=O)c1ccc(NC(=O)C2C3CCC(C3)C2C(=O)O)cc1 (stereo not given) | 0 | -1 | 96 | 104 | 4 | 100 | 4 | 2 |
| Cc1n[nH]c(C)c1S(=O)(=O)N(C)Cc1ccco1 | 11 | 6 | u | u | -2 | u | x | -3 |
| CC(C)c1nc(SCC(=O)N2CCCC2)c2ccccc2n1 | -12 | 10 | 102 | 102 | 0 | 108 | 5 | 2 |
| COc1ccc([N+](=O)[O-])cc1C(=O)NCCOc1ccc(Cl)cc1 | 5 | 1 | 116 | 104 | -2 | 122 | -4 | 2 |
| COc1ccc(CNc2nc(NC(C)=O)nn2-c2ccccc2)cc1 | -6 | -14 | 99 | 108 | 12 | 104 | 10 | 1 |
| O=C(/C=C/c1ccccc1Cl)Nc1ccc(Cl)cn1 | 6 | 6 | 101 | 108 | 11 | 107 | 2 | 2 |
| CS(=O)(=O)N(CC(=O)N1CCCCC1)c1sc2c(c1C#N)CCCC2 | 0 | 0 | 107 | 101 | 0 | 103 | -2 | -5 |
| CCSc1nnc(NC(=O)c2cccs2)s1 | 7 | -6 | 138 | 103 | 8 | 108 | -7 | 2 |
| Cc1nnc(SCC(=O)N2CC(=O)Nc3ccccc32)n1C | -1 | 12 | 97 | 95 | 1 | 102 | 8 | 4 |
| O=C(NCCc1ccc(F)cc1)c1cc2ccccc2oc1=O | 3 | -1 | 116 | 110 | 3 | 118 | 16 | 0 |
| CCCCC1CCC(C(=O)NCc2ccc3c(c2)OCO3)CC1 (stereo not given) | 8 | 7 | 98 | 105 | -1 | 91 | 5 | -3 |
| CCCCNC(=O)CC1Nc2ccccc2NC1=O (stereo not given) | -5 | 7 | 94 | 101 | 86* | 94 | -3 | 6 |
| Cc1ccc(N/N=C/c2ccc3c(c2)OCCO3)cc1Cl | 13 | -15 | 89 | 103 | 2 | 99 | 11 | -5 |
| COc1ccc(Nc2cc(NCCCO)c([N+](=O)[O-])c3nonc23)cc1 | 2 | -4 | 85 | 99 | 4 | 105 | -6 | -15 |
